Screens: PubChem, National Center for Advancing Translational Sciences (NCATS)
HT1080NT lethal: qHTS for induction of synthetic lethality in tumor cells producing 2HG: qHTS for the HT-1080-NT fibrosarcoma cell line | HT-1080-NT fibrosarcoma viability, CellTiter-Glo ATP luminescence, 48 h | Potency, µM (series often up to 46.1 µM), inactives show top-dose activity, negative = less viability, hits mostly cytotoxic | hit rate 1.6% among 360,000;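 note: NT is the 2HG producing partner of a matched IDH1 knockdown line; potency is the fitted concentration of half-maximal effect; 0% = DMSO-treated cells and -100% = media-only wells without cells; nearly all actives have a fitted effect of over 55% in size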
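A 48-hour cytotoxicity screen used HT-1080-NT cells plated 2 hours before compound delivery. ATP-based CellTiter-Glo luminescence measured viability, normalized to DMSO and no-cell controls.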
S2 tox: Viability Counterscreen for Primary qHTS for Inhibitors of ATXN expression | S2 cells (HEK-293 line with an ATXN2-luciferase reporter) viability, CellTiter-Fluor protease fluorescence, 24 h | Potency, µM (titrated, usually from 56.7 µM), hits mostly cytotoxic | hit rate 0.49% among 400,000 | AID 651635, 2014; note: potency is the fitted concentration of half-maximal effect; nearly all actives have a fitted effect of over 40% in size
HT1080 IDH1KD tx: qHTS for induction of synthetic lethality in tumor cells producing 2HG: qHTS for the HT-1080-IDH1KD cell line | HT-1080 IDH1 knockdown viability, ATP luminescence, 48 h | Potency, µM (highest dose often 46.1 µM), for the others: top-dose activity, negative = toxicity, most hits filed as cytotoxic | hit rate 2% among 360,000 | AID 686971, 2013;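 note: potency is the fitted concentration of half-maximal effect; 0% = DMSO wells and -100% = cell-free medium wells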
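Assay cells: HT-1080 with IDH1 knockdown, 750 per well, RPMI/5% FBS. Exposure: 48 h at 37 °C following 2 h pre-incubation. Read: CellTiter-Glo luminescence; fitted concentration-response, curve class assigned.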
ATXN2 expr inh: Primary qHTS for Inhibitors of ATXN expression. HEK-293 ATXN2-luciferase reporter, luminescence, 24 h. Potency, µM (highest dose often 57 µM), for the others: at the top dose activity change, negative = inhibition, hits mostly inhibitors. hit rate 0.72% among 360,000; note: potency is the fitted concentration of half-maximal effect; % is set by controls: 0 for no effect and ±100 for the full control effect; nearly all actives have a fitted effect of over 55% in size
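qHTS (up to 57 uM final) was run with 24 h compound exposure of reporter cells at 37 °C. Each well was multiplexed: SteadyGlo luminescence measured ATXN2-luciferase expression after a fluorogenic Gly-Phe-AFC viability readout (25 uM final).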
SW480 rereplic: A quantitative high throughput screen for small molecules that induce DNA re-replication in SW480 colon adenocarcinoma cells. SW480 DNA re-replication, Hoechst DNA content imaging, 48 h. Potency, µM (series often up to 46.1 µM), without a hit: at the highest dose re-replication activation, most hits filed as activators. hit rate 1.8% among 340,000. AID 624297, 2012; note: potency is the fitted concentration of half-maximal effect; % of control where 0% means no effect; nearly all actives have a fitted effect of over 55% in size
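250 cells/well; 23 nL cpd via pin tool; 48 hr, 37 C, 5% CO2; Hoechst 40 min; imager read of total nuclear intensity, ex 405/em 500-530 nm.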
HepG2 tox: qHTS for Inhibitors of TGF-b: Cytotox Counterscreen. HepG2 CAGA-GFP viability, ATP luminescence, 18 h. Potency, µM (titrated, usually from 46.1 µM), for inactives: at the top dose activity change, negative = cytotoxicity, most hits filed as cytotoxic. hit rate 0.76% among 410,000; note: potency is the fitted concentration of half-maximal effect; some results filed as inactive show a strong effect at the top dose
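CellTiter-Glo luminescence gave cytotoxicity after 18 hours at 37 degrees C. The cells were HepG2 CAGA-GFP in 1% FBS DMEM, stimulated with 500 pg/mL TGF-beta after compound addition. %Activity was normalised to no-cell wells (complete cell-killing) and DMSO (no toxicity), and curves were fitted and classified.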
MCF10A rerep: A quantitative high throughput screen for small molecules that induce DNA re-replication in MCF 10a normal breast cells; Potency, µM (doses to about 46.1 µM), inactives show at the top dose activity, positive = re-replication, actives largely listed as activators; MCF 10A DNA re-replication, Hoechst nuclear intensity, 48 h; hit rate 2.9% among 350,000; note: potency is the fitted concentration of half-maximal effect; % of control where 0% means no effect; nearly all actives have a fitted effect of over 50% in size
IL-1B inflam inh: qHTS for Inhibitors of Inflammasome Signaling: IL-1-beta AlphaLISA Primary Screen; THP-1 LPS/ATP IL-1B secretion, AlphaLISA, 16 h; active compounds read low; hit rate 4.7% among 360,000; activity change, % at 57.5 µM; in the data active = activity change below about -50%; inconclusive = mostly about -30% to -49%; note: % is set by controls: 0 for no effect and ±100 for the full control effect
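Secreted IL-1B measured by AlphaLISA bead assay after 16 h compound exposure of THP-1 cells; compounds (final up to 57.5 uM) added 1 h before LPS (250 ng/mL) and ATP (1.25 mM) stimulation; lower signal means less secretion.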
KB-3-1 tox: qHTS assay for MDR1-selective chemotherapeutics: Primary screen using the parental adenocarcinoma cell KB-3-1; KB-3-1 viability, CellTiter-Glo ATP luminescence, 72 h; Potency, µM (top dose mostly 46.1 µM), inactives show at the top dose activity change, negative = cytotoxic, most hits filed as cytotoxic; hit rate 1.4% among 400,000; note: potency is the fitted concentration of half-maximal effect; % is set by controls: 0 for no effect and ±100 for the full control effect; nearly all actives have a fitted effect of over 60% in size
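Luminescent ATP read-out (CellTiter-Glo) measures survival of drug-naive KB-3-1 cells after 72 h compound exposure at 37 °C. Titration series was screened from lowest to highest concentration, with DMSO vehicle plates as background controls.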
* = called active by the depositor; i = inactive; ? = inconclusive; nt = not tested or not shown; & = joins results of further samples; [ ] = remark or other dose. Unless noted, calls come from the whole dose curve; as a rule, active = well fitted curve in the direction sought with a large enough effect; inconclusive = small, poorly fitted or top-dose-only effect, or another doubt; inactive = no such curve, though single readings can be large; an effect the other way counts as inactive or inconclusive.

SMILES	HT1080NT lethal	S2 tox	HT1080 IDH1KD tx	ATXN2 expr inh	SW480 rereplic	HepG2 tox	MCF10A rerep	IL-1B inflam inh	KB-3-1 tox
Cc1ccccc1S(=O)(=O)NCC[C@@H]1CC[C@@H](NC(=O)C2CCCC2)[C@@H](CO)O1	5%	nt	20%	nt	nt	nt	nt	7	-4%
N#Cc1c(Cl)cccc1N1CCC(C(N)=O)CC1	1%	i	7%	-5%	-10%	-24%	2%	22	?
CCOC(=O)C1CCN(C(C(=O)NC2CCCC2)c2ccc(C)cc2)CC1 (configuration not stated)	0%	i	3%	4%	-7%	-1%	12%	-1	18%
CCc1ccc(OCCCC(=O)Nc2ccc(N3CCOCC3)cc2)cc1	-15%	i	-9%	nt	-108%[inhibitor]	2%	4%	2	-5%
COc1ccc(N2C(=O)CCC(C(=O)O)C2c2ccccc2OC)cc1 (configuration not stated)	9%	i	12%	1%	-6%	12%	-17%	10	-9%
Cc1oc(-c2ccccc2)nc1CC(=O)O	8%	i	12%	-1%	4%	-1%	-5%	-1	1%
COc1ccccc1/C=N\Nc1ccccc1[N+](=O)[O-]	-7%	i	-9%	122%[activator]	-1%	16%	-1%	6	-3%
Cc1ccc(S(=O)(=O)N2[C@@H](c3ccccc3)C(C(=O)O)=CC[C@H]2c2ccc(Cl)cc2)cc1	-1%	i	-15%	-6%	2%	-19%	14%	13	-9%
Cc1cccc(C)c1OCc1cc(C(=O)N2CCN(c3ccccn3)CC2)no1	-3%	i	-10%	11%	6%	0%	13%	-7	6%
CCc1ccc(NC(=O)C2CCCN(S(=O)(=O)c3cccs3)C2)cc1 (configuration not stated)	-15%	i	-18%	-16%	?	-6%	?	-13	1%
CCN1CCN(c2cc(C)c3cc(NC(=S)N(C)Cc4ccccc4)ccc3n2)CC1	?	i	?	-14%	?	-24%	?	-20	-28%
CN(C(=O)Cn1cc(C(F)(F)F)ccc1=O)c1c(N)n(Cc2ccccc2)c(=O)[nH]c1=O	18%	i	-1%	1%	-1%	43%	1%	28	-2%
COC(=O)c1ccc(CNC(=O)C2CCC(=O)N(CCN3CCOCC3)C2)cc1 (configuration not stated)	9%	i	7%	4%	-10%	8%	-3%	-11	-1%
CCS(=O)(=O)c1nc(S(=O)(=O)c2ccc(C)cc2)c(NCCCN(C)C)s1	8%	i	2%	1%	?	-14%	1%	-18	7%
CNC(=O)c1ccc(NC(=O)c2cccc(C(F)(F)F)c2)cc1	3%	i	-7%	-14%	?	6%	-36%[inhibitor]	-7	1%
CC(=O)Nc1ccc(OCc2cccc3ccccc23)cc1	19%	i	0%	-25%	?	-7%	2%	?	-23%
O=C(CSCc1ccc(Cl)cc1)Nc1ccc(S(=O)(=O)N2CCOCC2)cc1	-9%	i	-12%	-14%	-4%	3%	12%	5	-4%
CCCn1cc(SCC(=O)Nc2cc(C)on2)c2ccccc21	-3%	i	-2%	-1%	-1%	1%	-3%	-16	-7%
COc1ccc(NC(=S)Nc2cc(C)ccn2)c(OC)c1	1%	i	3%	58%[activator]	?	-28%	2%	29	-12%
N#Cc1ccc(-c2ccccc2)nc1SCC(=O)c1cc2ccccc2oc1=O	?	i	?	15%	?	-29%	5µM*	10	-19%
O=[N+]([O-])c1cc(C(F)(F)F)ccc1Sc1ccc2ccccc2n1	-3%	i	4%	9%	-1%	-34%	5%	-21	14%
O=C(COC(=O)c1ccccc1NC(=O)c1ccco1)NC1CCCCC1	9%	i	18%	-4%	1%	12%	0%	0	20%
COc1cccc(NC(=O)COc2ccc(C(=O)N3CCN(C)CC3)cc2)c1	-21%	i	-17%	-11%	-3%	-4%	-2%	29	12%
CCn1cc(C(=O)NCCCO)c(=O)c2cc(F)c(N3CCN(C)CC3)cc21	11%	i	6%	nt	8%	4%	4%	3	0%
CCCCN(CCCC)Cc1cc(=O)oc2cc(OC)ccc12	0%	i	-8%	7%	nt	-10%	nt	48	0%
O=C(Nc1ccccc1F)c1c[nH]c(=O)[nH]c1=O	-19%	i	-11%	5%	-1%	3%	-11%	-5	?
CCCCCCCCN1C(=O)[C@H](CC(=O)N2CCOCC2)C[C@@]2(C(=O)OCC)CCCC=C12	?	?	?	?	nt	nt	nt	-25	?
O=C(Nc1cc(Cl)ccc1-n1cncn1)c1cc(F)c(F)c(F)c1F	1%	?	-1%	-15%	3%	0%	4%	-93*	-2%
Cc1cc(C(=O)O)cc(S(=O)(=O)Nc2c(C)nn(C)c2C)c1C	6%	i	7%	0%	0%	6%	1%	11	3%
O=C(CC(=O)c1ccccc1)Nc1ccc(Cl)cc1	-25%	i	?	38%	0%	-17%	17%	-77*	1%
CCCCC(CC)CNC(=O)C1CCCN(S(=O)(=O)c2cnc[nH]2)C1 (configuration not stated)	0%	i	2%	1%	-1%	12%	-7%	8	-5%
C=CCn1c(-c2ccc(Cl)cc2)c[nH]c1=S	0%	i	-8%	5%	?	-6%	18%	10	21µM*
COc1cc2c(-c3ccc4cc[nH]c4c3)c(-c3ccc(C#N)cc3)oc(=O)c2cc1OC	-4%	i	-8%	0%	?	-9%	?	15	-16%
CCOC(=O)N1CCN(C(=O)Cc2ccsc2)CC1	13%	i	10%	-16%	11%	-6%	4%	7	4%
O=C(Cn1cc(COc2ccc3ccc(=O)oc3c2)nn1)c1ccc(O)cc1	-1%	i	-9%	-10%	3%	1%	0%	19	-4%
CCCCNC(=O)c1ccc2c(c1)ncn2C1CCCC1	12%	i	-3%	28%	-11%	-18%	-8%	-11	1%
Cc1ccc2c(c1)C(c1ccc(F)cc1)N(C(=O)C1CC1)CC(=O)N2 (configuration not stated)	-5%	i	1%	-12%	-3%	-9%	1%	23	-5%
C=CCSc1nnc2c(n1)OC(c1cccnc1)Nc1ccccc1-2 (configuration not stated)	13%	i	-1%	34%	-1%	-2%	-1%	33	-1%
OCC1(CCc2ccccc2)CCN(Cc2ccc3nsnc3c2)CC1	-21%	i	-8%	-25%[11.3 µM]	4%	0%	0%	-12	3%
CC(=O)Nc1ccc(S(=O)(=O)Nc2ccc(Cc3ccncc3)cc2)cc1	?	i	-6%	-22%	5%	-7%	20%	-5	-22%
O=C1CN(C(=O)c2cccc([N+](=O)[O-])c2)CC(=O)N1	-6%	i	-4%	-8%	2%	3%	-15%	-5	2%
Clc1ccc(Nc2nc(-c3ccncc3)cs2)cc1	-1%	i	8%	29%	-76%[inhibitor]	-20%	0%	-13	14%
COc1ccccc1C(=O)Nc1nnc(S(=O)(=O)N2CCCCCC2)s1	12%	i	-6%	5%&-3%	-4%	-7%&-42%	3%	-1	2%&-2%
CC(NC(=O)C(=O)NCc1cccs1)c1ccccc1 (configuration not stated)	7%	i	1%	23%	-25%	7%	-4%	12	17%
Cc1ccc2ncc(C(=O)NC(C)c3ccccc3)c(=O)n2c1 (configuration not stated)	nt	i	nt	0%	nt	-7%	nt	nt	5%
COc1ccc(C(O)c2nc(-c3cc(F)cc(F)c3)cs2)cc1 (configuration not stated)	?	?	?	-17%	nt	-21%	nt	-16	0%
CCOc1cccc(-c2c(C(=O)N/N=C(\C)c3cccs3)nnn2-c2nonc2N)c1	1%	i	-1%	nt	-1%	-39%	?	36	1%
Cc1ccc(S(=O)(=O)N2CCCCC2)cc1C(=O)N1C(C)CCCC1C (configuration not stated)	2%	?	11%	-8%	-3%	-12%	?	1	1%
Cc1ccc(C(=O)NCC2(c3ccccc3)CCCC2)cc1	-6%	i	0%	-4%	0%	-25%	?	-11	-2%
CCN1CCN(c2nc3c(c(=O)[nH]c(=O)n3C)n2CCSc2nc3ccccc3s2)CC1	-23%	i	1%	6%	-2%	5%	-5%	-23	-3%
COCc1c(C(=O)N2CCc3ccccc32)oc2ccccc12	-15%	i	-9%	-14%	26%	-3%	?	20	-8%
Cc1nc(Oc2cccc(Cl)c2)c2oc3ccccc3c2n1	-7%	i	-5%	38%	-2%	-1%	15%	17	1%
COc1ccc(C2CC(c3ccccc3)=NN2C(=O)CSc2ncccn2)cc1 (configuration not stated)	-11%	i	-7%	-7%	9%	0%	?	?	0%
Cc1[nH]ncc1Nc1ccccc1C(C)C	20%	i	11%	8%	nt	-3%	nt	12	0%
CCOC(=O)N1CCN(C(=O)CSc2nnc(COc3ccccc3)o2)CC1	-1%	i	-6%	2%	-11%	-3%	2%	38	-7%
O=C(Nc1ccccc1Cl)c1cccs1	12%	i	8%	41%[activator]	0%	-4%	-2%	-13	8%

Four successive entries from above, quoted:
SMILES	HT1080NT lethal	S2 tox	HT1080 IDH1KD tx	ATXN2 expr inh	SW480 rereplic	HepG2 tox	MCF10A rerep	IL-1B inflam inh	KB-3-1 tox
COCc1c(C(=O)N2CCc3ccccc32)oc2ccccc12	-15%	i	-9%	-14%	26%	-3%	?	20	-8%
Cc1nc(Oc2cccc(Cl)c2)c2oc3ccccc3c2n1	-7%	i	-5%	38%	-2%	-1%	15%	17	1%
COc1ccc(C2CC(c3ccccc3)=NN2C(=O)CSc2ncccn2)cc1 (configuration not stated)	-11%	i	-7%	-7%	9%	0%	?	?	0%
Cc1[nH]ncc1Nc1ccccc1C(C)C	20%	i	11%	8%	nt	-3%	nt	12	0%
